High-throughput results deposited in PubChem BioAssay by Broad Institute.
Cneo AK release: Cryptococcus neoformans lysis via adenylate kinase release; C. neoformans lysis, adenylate kinase release luminescence, 4 h; normalised: neutral wells 0, clomiphene wells 100; lysis activity, % at 15 µM; 360,000 compounds, 0.2% hits;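 active means mean lysis activity across replicates of at least 80%, whatever share of replicates individually reach that level; inactive means mean lysis activity below 80%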
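Schedule: static 4 h at 37 °C with compound, 1 h detection; system: C. neoformans cells; benchmarks: Clomiphene as positive control; buffer or medium: fresh YPD medium; measure: luminescence rise reflecting yeast cell lysis; measured by: luminescent adenylate kinase detection reagent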
F508del corr: CFTR F508del correction in bronchial cells; CFBE cells, YFP halide quenching; stimulated with forskolin plus potentiator P3; % fluorescence drop versus neutral controls; activity (quench increase), % at 7.58 µM; 350,000 compounds, 0.36% hits; AID 720511;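 active means mean added fluorescence quench of at least 8% versus neutral control, with both replicates also reaching 8%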;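 further: cells transiently co-express mutant CFTR-F508del with the halide-sensitive YFP; corrector assay measuring rescue of mutant channel to the surface after 24 h compound exposure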
Statin myotox sup: suppressors of simvastatin-induced myotoxicity in C2C12 myotubes; ATP luminescence, 48 h; scaled: DMSO 0, geranylgeraniol control 100; rescue of ATP level, % at 7.49 µM; 330,000 compounds, 0.78% hits; AID 602340;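 active means mean ATP rescue above about 67%, or every replicate alone reaching that limit, limit read from the data, passing the limit was not always enough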;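 further: myotubes were challenged with 10 µM simvastatin during compound exposure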
FN deposition inh: fibronectin deposition inhibition; AH1F fibroblasts, Alexa488-fibronectin deposition fluorescence, overnight; inhibition, % at 12.6 µM; 350,000 compounds, 0.086% hits;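 active means mean inhibition across replicates of 30% or more, regardless of how many single replicates reach that level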;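 further: positive control wells lacked labelled fibronectin entirely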
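material = AH1F fibroblast monolayer depositing Alexa488-labelled fibronectin into matrix | amount = 10000 AH1F cells/well | buffer or medium = DMEM plus 2% serum, read in PBS | incubation = 1 h cell adhesion before compound, then overnight fibronectin incubation | detection = fluorescence at 485 nm excitation, 525 nm emission | evaluation = percent inhibition as loss of matrix-bound fibronectin fluorescence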
GSIS activator: primary screen for activators of insulin secretion dependent on glucose, INS-1E cells, GLuc reporter luminescence; INS-1E GLuc reporter insulin secretion, 2-3 h; activation, % at 16.6 µM; 370,000 compounds, 0.61% hits;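 active means lowest replicate activation of at least 40%, so every replicate reaches that level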;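 further: 0% = median of neutral control wells and 100% = median of IBMX positive control wells; some compounds called inactive have numbers as strong as hits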
PglD DTNB: PglD (C. jejuni) enzyme inhibition | purified PglD enzyme, DTNB colorimetric CoA detection | inhibition, % at 12.5 µM | 360,000 compounds, 0.098% hits | AID 602405; in the data active means inhibition above about 16%, passing the limit was not always enough; further: strong numbers were not always called active
miR-122 sensor: miR-122 inhibition in Huh7 cells | 340,000 compounds, 0.3% hits | AID 602342 | Huh7 miR-122 Renilla luciferase sensor, 48 h; neutral wells = 0, positive control = 100 | activation (reporter increase), % at 12.5 µM;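 active means mean replicate activation score at least 90 and every replicate individually at or above 90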;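 further: higher luciferase means less miR-122 activity so hits act as miR-122 inhibitors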
PGC1a acetyl inh: modulators of PGC1a acetylation | U2OS PGC1a acetylation, AlphaScreen anti-acetyl-lysine; with virally co-expressed GCN5 acetyltransferase | inhibition, % at 15.6 µM | 350,000 compounds, 0.17% hits | AID 651687;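 active means every replicate shows inhibition of at least 40%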;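 further: 0% = neutral control wells and 100% = positive control wells; some results beyond the cut were filed as inactive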
An asterisk follows results filed as active; x = no result given; & = joins results of further samples; [ ] = dose if it differs, or a comment. Outcome played no part in choosing rows. About 2.1% of those tested had a hit in this group.

Start of the data: the first six compounds, ahead of the listing:
SMILES	Cneo AK release	F508del corr	Statin myotox sup	FN deposition inh	GSIS activator	PglD DTNB	miR-122 sensor	PGC1a acetyl inh
O=C(NCCC1=CCCCC1)C1CC(=O)N(Cc2ccccc2)C1 (stereo unspecified)	1	0.3	x	x	1	3	x	-2
Cc1cc(C)n(-c2ccc(C(=O)Nc3nnc(C4CC4)s3)cc2)n1	-1	x	9	0	x	-2	4	4
COc1ccc(SN=C2C(C)=CC(=O)C=C2C)cc1	0	-0.4	3	-19	-11	2	-3	12
O=C(c1cnccn1)N1CC(=O)N2[C@@H](CO)[C@@H](c3ccc(-c4cccc(F)c4)cc3)[C@@H]2C1	x	2.3	x	-28	8	x	x	5
Cc1ccc(/C=C/C(=O)OCC(=O)Nc2cccnc2Cl)o1	0	-4.5	5	x	-41	0	-2	-14
O=C(Cc1c[nH]c2ccccc12)NCC(=O)Nc1ccc(F)c(F)c1F	0	-2.0	2	-3	-10	2	0	0

The listing, from the start:
SMILES	Cneo AK release	F508del corr	Statin myotox sup	FN deposition inh	GSIS activator	PglD DTNB	miR-122 sensor	PGC1a acetyl inh
O=C(NCCC1=CCCCC1)C1CC(=O)N(Cc2ccccc2)C1 (stereo unspecified)	1	0.3	x	x	1	3	x	-2
Cc1cc(C)n(-c2ccc(C(=O)Nc3nnc(C4CC4)s3)cc2)n1	-1	x	9	0	x	-2	4	4
COc1ccc(SN=C2C(C)=CC(=O)C=C2C)cc1	0	-0.4	3	-19	-11	2	-3	12
O=C(c1cnccn1)N1CC(=O)N2[C@@H](CO)[C@@H](c3ccc(-c4cccc(F)c4)cc3)[C@@H]2C1	x	2.3	x	-28	8	x	x	5
Cc1ccc(/C=C/C(=O)OCC(=O)Nc2cccnc2Cl)o1	0	-4.5	5	x	-41	0	-2	-14
O=C(Cc1c[nH]c2ccccc12)NCC(=O)Nc1ccc(F)c(F)c1F	0	-2.0	2	-3	-10	2	0	0
COc1ccc(S(=O)(=O)N(C)C[C@H]2OCCCC[C@H](C)Oc3ccc(NS(=O)(=O)c4ccc(F)cc4)cc3C(=O)N([C@@H](C)CO)C[C@@H]2C)cc1	-5	0.4	14	-11	-9	-2	-9[16.7 µM]	8
Cc1ccccc1-c1nc(CN2CCC(C(=O)N3CCN(c4ccccn4)CC3)CC2)c(C)o1	1	-4.4	4	5	-20	-1	-9	-5
CN(C)S(=O)(=O)c1ccc(C(=O)Nc2cccc(C(=O)N3CCOCC3)c2)cc1	1	4.7	0	8	5	3	-5	5
Cc1cc(=O)[nH]c(SCC(=O)Nc2ccc(Br)cn2)n1	-4	x	5	x	x	-1	-8	34
O=C(O)CCN1C(=O)C2C3C=CC(C3)C2C1=O (stereo unspecified)	0	x	-5	x	x	-5	6	4
CCC1(c2ccc(F)cc2)NC(=O)N(CC(=O)Nc2ccccc2Cl)C1=O (stereo unspecified)	2	1.5	15	-5	-16	-3	1	x
O=C1CC(c2ccc(F)cc2)Cc2nc(N3CCOCC3)ncc21 (stereo unspecified)	0	x	-13	x	x	x	-15	-2
Cn1nnc2cc(C(=O)N3CCN(c4ccccc4)CC3)ccc21	0	x	-10	0	x	7	-6	1
CN(CC(=O)Nc1ccccc1Cl)C(=O)C1CSC2(C)CCC(=O)N12 (stereo unspecified)	-1	1.8	9	2	2	3	-6	4
O=C(NCc1cccc(F)c1)[C@H]1[C@H](CO)[C@H]2Cn3c(cccc3=O)[C@@H]1N2	0	-0.8	-2	x	5	-1	-3[16.7 µM]	x
Cc1ccc(-c2ccc([C@H]3[C@@H](CO)N4CCCCN(S(=O)(=O)c5cccc(C)c5)C[C@@H]34)cc2)cc1	-2	-6.2	x	x	x	1	12[16.7 µM]	6
O=C(CCC1COc2ccccc2O1)N1CCCC1 (stereo unspecified)	2	x	16	x	x	-2	-3	2
O=C(Nc1ccccc1Cc1ccccc1)c1ccncc1	-1	5.5	-1	18	12	3	2	0
O=C(CCS(=O)(=O)c1cc(Br)cc2c1N(C(=O)C1CC1)CC2)N1CCN(c2ccccn2)CC1	x	1.4	-5	-6	1	x	2	x
CC(NC(=O)c1ccc(Br)o1)C1CCCO1 (stereo unspecified)	-2	1.9	x	0	12	-1	x	x
O=C(NC1CCCC1)C1CCN(C(=O)Nc2cccc(Cl)c2)CC1	0	-3.6	1	-8	-9	-2	2	x
O=C(O)C1C2OC3C(OC(=O)C31)C2Br (stereo unspecified)	-1	-2.6	9	-5	1	2	-4	1
NS(=O)(=O)c1cnccc1Oc1cccc(Cl)c1	x	2.0	x	-8	-5	x	x	7
Cc1noc(C)c1NC(=O)N(C)C[C@@H]1Oc2ccc(NC(=O)Nc3ccc4c(c3)OCO4)cc2C(=O)N([C@@H](C)CO)C[C@@H]1C	-1	-4.1	x	x	19	-1	1[16.7 µM]	-4
CC1Cc2ccccc2N1C(=O)CSc1nnc(-c2ccccc2)c(-c2ccccc2)n1 (stereo unspecified)	3	x	40	x	-27	-2	3	-7
C[C@H]1CN([C@@H](C)CO)C(=O)c2cc(-c3ccc(C(=O)N(C)C)cc3)cnc2O[C@H]1CN(C)C(=O)c1ccncc1	-1	0.3	4	-2	12	4	11[16.7 µM]	7
O=[N+]([O-])c1ccccc1Nc1ccccc1[N+](=O)[O-]	-1	0.7	7	4	x	3	-3	15
CCCCNC(=O)c1ccc2nc(CC)c(N(C)Cc3ccc(OC)cc3)n2c1	1	1.1	-18	-4	-1	-5	-3	x
COc1ccc(CCNc2nc3ccccc3n3nnnc23)cc1OC	-1	-2.0	-58	-11	-6	1	8	5
O=C(Cc1ccccc1)N1C[C@@H]2[C@H](c3ccccc31)[C@@H](CO)N2C(=O)Cc1ccccc1	3	-1.5	22	x	-4	-3	20[16.7 µM]	11
Cc1ccccc1-c1cnc(C(O)c2ccc(F)c(F)c2)[nH]1 (stereo unspecified)	0	-0.6	6	0	-12	-3	93*	-2
CC(C)N1CC(COc2ccccc2Cl)OC1=O (stereo unspecified)	x	1.0	x	10	-6	x	x	-9
CN(C(=S)NC1=CCS(=O)(=O)C1)C1CCCCC1	-1	x	x	2	x	5	-4	0
O=C(C1CCC1)N1CCCCN2[C@@H](CO)[C@@H](c3ccc(-c4ccncc4)cc3)[C@@H]2C1	-1	-5.3	-106	-1	7	-4	4[16.7 µM]	-5
Cc1ccc(S(=O)(=O)Nc2ccc3c(c2)C(=O)N([C@@H](C)CO)C[C@H](C)[C@H](CN(C)Cc2ccc(-c4ccccc4)cc2)O3)cc1	-1	-2.0	38	x	-30	1	-9[16.7 µM]	0
C[C@H](CO)N1C[C@H](C)[C@@H](CN(C)C(=O)Nc2ccc(F)cc2)Oc2c(NC(=O)C3CCOCC3)cccc2C1=O	-6	1.3	6	x	-1	1	2[16.7 µM]	15
Cc1nc(N2CCCCC2)c2c(C)c(C(=O)Nc3cccc(C(F)(F)F)c3)sc2n1	1	-1.7	-15	3	5	7	-2	-2
O=C(Nc1ccccc1F)c1ccc(Cn2cc(Br)cn2)cc1	-1	3.7	-19	-8	9	-3	3	-7
O=C1CC(c2ccccc2)CC(O)=C1C=NCc1ccc(Cl)cc1 (stereo unspecified)	1	x	-20	x	5	-4	x	4
Nc1ccc(N2CCN(C(=O)c3ccco3)CC2)cc1	1	x	31	x	-26	-2	-7	16
CCN(CC)C(NC(=O)Cc1ccccc1)C(Cl)(Cl)Cl (stereo unspecified)	3	x	1	-10	x	1	3	6
CN(C)C(=O)c1ccc(NC(=O)c2cncc(Br)c2)cc1	0	x	-11	-13	x	-2	5	12
O=C(NCC(=O)N1CCN(c2ccccc2O)CC1)c1ccccc1	1	6.0	19	-3	-5	-6	x	x
O=c1cc(-c2ccc(O)cc2)oc2ccc3ccccc3c12	-6	5.8	-82	-7	-14	-6	x	4
CC1Cc2cc(/C(O)=C3\C(=O)C(=O)N(Cc4cccnc4)C3c3ccccc3F)ccc2O1 (stereo unspecified)	-2	x	-2	x	x	-1	-2	x
CC(=O)c1c(C)[nH]c(C(=O)OCC(=O)NCc2ccc3c(c2)OCO3)c1C	-1	3.2	7	1	-7	x	-1	-4
COc1ccc(NC(=O)N2CC[C@@H]3[C@H]2c2cc(Br)ccc2N(C)[C@H]3CO)cc1	18	1.9	22	-22	-1	3	5[16.7 µM]	-4
CN(C(=O)c1ccc2nccnc2c1)C1CCCCC1	0	0.3	-8	-5	25	11	-2	x
O=C(CCn1c(=O)[nH]c2ccsc2c1=O)N(CCc1ccccc1)Cc1ccccc1	-4	x	18	2	x	4	x	-6
CCN(CC)C(=O)C1CCCN(Cc2ccc3ccccc3c2)C1 (stereo unspecified)	-1	-4.6	1	3	19	8	5	8
CCCCNS(=O)(=O)c1ccc2nc(-c3cccnc3)cc(C(=O)NCCCOC)c2c1	x	0.2	x	-17	1	x	x	4
Cc1ccc(O)c(-c2[nH]ncc2C(=O)c2ccc(Cl)cc2)c1	2	-1.1	26	-1	-39	5	6	x
CC(C)CN(C)C(=O)CCc1nnc(Cc2ccc(-c3ccccc3)cc2)o1	-1	-1.6	13	x	-11	0	6	-1
CC1CN(C(=O)C2CC2)C(C)CN1C(=O)C1CC1 (stereo unspecified)	1	0.4	x	0	x	-2	2	10
C[C@H]1CCCCO[C@@H](CN(C)C(=O)c2ccccc2)[C@@H](C)CN([C@@H](C)CO)C(=O)c2cc(NC(=O)c3ccncc3)ccc2O1	86*	-3.1	-16	x	-3	5	51[16.7 µM]	-48
CCn1nc(NS(=O)(=O)c2ccc([N+](=O)[O-])cc2)c2cc3ccccc3nc21	22	1.4	-4	0	4	2	5	-1
CCCC#Cc1cnc2c(c1)C(=O)N([C@@H](C)CO)C[C@@H](C)[C@@H](CN(C)C(=O)C1CCC1)O2	-2	2.0	14	x	-17	5	3[16.7 µM]	1
O=C1N[C@H](Cc2ccccc2)COC(=O)[C@H](Cc2ccc(F)cc2)CC/C=C/C[C@@H]1CC(=O)N(CCO)Cc1ccccc1	2	1.1	-1	-5	x	-1	26	x
C#CCNC(=O)C1=C[C@@H](c2ccccc2)[C@H](CCCO)[C@@H](OCC)O1	1&-7	-0.1&2.8	1	-2	x	-2	0	10&0

(cont.)
SMILES	Cneo AK release	F508del corr	Statin myotox sup	FN deposition inh	GSIS activator	PglD DTNB	miR-122 sensor	PGC1a acetyl inh
COc1ccc(N(CC(=O)NCc2ccc(F)cc2)C(=O)CCC(=O)Nc2nccs2)cc1	3	2.0	-2	-5	3	-5	x	x
COC(=O)c1ccccc1N1C(=O)[C@@H]2C(c3ccc(Br)cc3)=NO[C@@H]2C1=O	10	x	2	x	x	12	-7	-4
CCOC(=O)CCC(NC(=O)c1ccc(NCN2C(=O)CCC2=O)cc1)C(=O)OCC (stereo unspecified)	-1	x	6	x	x	2	0	2
CC1(C)CC(=O)c2cc3c(N)c(C(=O)NCc4ccccc4)sc3nc2C1	-2	x	-33	x	x	1	-4	-5
Cc1ccc(NC(=O)c2ccc(-c3nn(C)c(=O)c4ccccc34)cc2)c(C)c1	-1	x	16	4	x	-4	-20	x
COc1ccc(S(=O)(=O)Nc2ccc3c(c2)CC(=O)N([C@@H](C)CO)C[C@H](C)[C@@H](CN(C)Cc2ccc(C(=O)O)cc2)O3)cc1	-2	3.8	18	-3	15	0	8[16.7 µM]	4
COc1ccc(CCNC(=O)c2ccc(=O)[nH]n2)cc1OC	6	x	6	x	x	-13	1	9
